Hsp90 Hop PPI: changes Hsp90-Hop TPR2A binding signal, up or down; AlphaScreen TPR2A-His6 binding biotin-Hsp90 C-terminal peptide; Potency, µM (titrated, usually from 57 µM), without a hit: at the highest dose activity change, negative = inhibition; actives 0.44% (n = 71,000); active = well fitted curve in either direction with a large enough effect; inconclusive = small, poorly fitted or top-dose-only effect, or another doubt; note: potency is the fitted concentration of half-maximal effect; % is set by controls: 0 for no effect and ±100 for the full control effect; many of its hits are not listed in these tables
Pol III holo inh: inhibitors of bacterial DNA polymerase III holoenzyme; reconstituted DNA polymerase III holoenzyme replication, biochemical; Potency, µM (top dose mostly 57.1 µM), for inactives: at the highest dose activity change, negative = inhibition; actives 0.25% (n = 71,000); AID 603; note: potency is the fitted concentration of half-maximal effect; % is set by controls: 0 for no effect and ±100 for the full control effect
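Reconstituted *E. coli* holoenzyme (0.35 nM Pol III, 1 nM beta, 154 nM SSB, 2 nM primase) was preincubated with compound for 15 min at RT. Synthesis on 1.4 nM ssM13Gori ran 35 min, then was stopped with PicoGreen/EDTA and read as dsDNA fluorescence.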
Epigenetic mod: derepresses silenced GFP locus in mouse C127i cells; Potency, µM (titrated, usually from 46.1 µM), without a hit: at the highest dose GFP derepression (activation); actives 0.09% (n = 68,000); mouse C127i GFP locus derepression, cytometry, 30 h; note: % of control where 0% means no effect
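Locus derepression in mouse mammary C127i cells whose integrated CMV-GFP reporter is normally silent; GFP expression after 30 h compound treatment was quantified by counting fluorescent cells.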
UbGFP stabilizer: ubiquitin-GFP accumulation via proteasome inhibition; Ubiquitin-GFP reporter cells, proteasome inhibition, GFP fluorescence; response scale: untreated = 0%, 10 µM MG-132 = 100%; Potency, µM (doses to about 45.9 µM), for inactives: top-dose activation (GFP accumulation), hits mostly activators; 67,000 tested, under 10 active; AID 526; active = well fitted activation curve with a large enough effect, not every such curve was filed as active; inconclusive = small, poorly fitted or top-dose-only effect, or another doubt; inactive = no such curve, though single readings can be large or run the other way; note: potency is the fitted concentration of half-maximal effect
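Proteasome block read as GFP accumulation: ubiquitin(G76V)-GFP U2OS cells exposed to compound (2.9 nM–46 uM) for 4 hr at 37 C. Normalization used untreated cells as 0% and 10 uM MG-132 as 100%; concentration-response curves fitted.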
HBB splicing: alters splicing of the hemoglobin beta chain; HBB splicing reporter cell assay, activation; EGFP reporter with mutant IVS2-654 intron; response scale: normalised to 500 nM splice-correcting PNA; Potency, µM (top dose mostly 46.1 µM), for the others: at the top dose activation, most hits filed as activators; actives 0.06% (n = 65,000); note: potency is the fitted concentration of half-maximal effect; 0% is about no effect
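Compounds were applied for 2 days to HeLa EGFP-654 cells, 500/well in Optimem with 2% FCS. The reporter's EGFP is disrupted by mis-splicing of beta-globin intron IVS2-654. Readout: summed well GFP fluorescence from 488 nm laser scanning; reference was 500 nM antisense […] 654 PNA.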
CRE Fsk mod: alters forskolin-stimulated CRE reporter signaling in CHO cells; CHO CRE-bla reporter (cAMP response element driving beta-lactamase), forskolin EC10, beta-lactamase ratio; Potency, µM (highest dose often 38.2 µM), for the others: at the top dose activity change, negative = inhibition, most hits filed as activators; actives 2.5% (n = 71,000); AID 662; active = well fitted activation curve with a large enough effect in the signal ratio, with a control signal flat, not every such curve was filed as active; inconclusive = small, poorly fitted or top-dose-only effect, or effect the other way, or a change in a side signal; the % refers to the signal ratio; note: potency is the fitted concentration of half-maximal effect; % of control where 0% means no effect
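Forskolin analogue NKH 477 at EC10 stimulated CRE-driven beta-lactamase in CHO cells alongside compound dilution series. Beta-lactamase was measured with CCF4, excitation 405 nm, emission ratio 460/530 nm.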
HADH2 inh: HADH2 (human) dehydrogenase inhibition; recombinant HADH2, NADH fluorescence, beta-hydroxybutyryl-CoA; Q99714; actives 3.4% (n = 73,000); Potency, µM (highest dose often 57.1 µM), for inactives: top-dose activity change, negative = inhibition, actives largely listed as inhibitors; note: potency is the fitted concentration of half-maximal effect; % is set by controls: 0 for no effect and ±100 for the full control effect; nearly all actives have a fitted effect of over 60% in size; many of its hits are not listed in these tables
Target sequence (Q99714 whole entry, looked up, one chain of several): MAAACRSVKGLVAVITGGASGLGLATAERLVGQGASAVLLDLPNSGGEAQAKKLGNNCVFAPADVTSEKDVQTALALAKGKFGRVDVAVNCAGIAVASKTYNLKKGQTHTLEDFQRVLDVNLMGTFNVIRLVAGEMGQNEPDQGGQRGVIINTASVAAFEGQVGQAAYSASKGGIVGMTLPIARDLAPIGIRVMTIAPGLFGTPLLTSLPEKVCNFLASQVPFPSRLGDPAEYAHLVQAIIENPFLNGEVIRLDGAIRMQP
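Activity measured as NADH fluorescence gain (360/450 nm), taken as the change between first and last reads of a 4-min kinetic run. Conditions: pH 9.0 Tris buffer, 20 nM E. coli-expressed His-tagged enzyme, 1 mM NAD+, 90 uM beta-hydroxybutyryl-CoA; 15-min compound preincubation.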
BRCT inh green: BRCA1 BRCT-phosphoprotein interaction inhibition; P38398; BRCA1 BRCT-phosphopeptide binding, green fluorescence polarization; Potency, µM (doses to about 76.9 µM), for inactives: top-dose activity change, negative = inhibition, actives largely listed as inhibitors; actives 0.05% (n = 75,000); AID 875;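 note: potency is the fitted concentration of half-maximal effect; plate controls were peptide without protein for full effect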
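Fluorescence polarization: His-tagged BRCT (~35 kDa BRCA1 C-terminus, 250 nM) bound to 100 nM fluorescein-labeled phosphorylated 10-aa BACH1 peptide, pH 7.3 phosphate buffer with DTT and Tween 20. Compounds incubated 12 min at room temperature; inhibition read as lowered polarization.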
USP2a inh: blocks human ubiquitin-specific protease USP2a | USP2a enzymatic assay, qHTS inhibition | actives 0.1% (n = 60,000) | Potency, µM (doses to about 38.3 µM), inactives show at the highest dose activity change, negative = inhibition, actives largely listed as inhibitors;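 note: potency is the fitted concentration of half-maximal effect; nearly all actives have a fitted effect of over 60% in size; plate controls were DMSO for no effect and NEM full inhibition control for full effect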
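Coupled readout: USP2-cleaved Ub-PLA2 (20nM final) turns over NBD C6-HPC (20uM final), Ex 460nm/Em 535nm after 2.5 h, time-zero read flagging artifacts. Enzyme (20nM final, pH 8.0 Tris) given 30 min RT with compound first; NEM defines full inhibition.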
15-hLO inh: 15-hLO (ALOX15) enzyme inhibition; actives 1.4% (n = 74,000); P16050; purified 15hLO-1, xylenol orange hydroperoxide absorbance; Potency, µM (series often up to 57.1 µM), without a hit: top-dose activity change, negative = inhibition, actives largely listed as inhibitors; note: potency is the fitted concentration of half-maximal effect; % is set by controls: 0 for no effect and ±100 for the full control effect; nearly all actives have a fitted effect of over 55% in size
Target sequence (P16050 whole entry, looked up): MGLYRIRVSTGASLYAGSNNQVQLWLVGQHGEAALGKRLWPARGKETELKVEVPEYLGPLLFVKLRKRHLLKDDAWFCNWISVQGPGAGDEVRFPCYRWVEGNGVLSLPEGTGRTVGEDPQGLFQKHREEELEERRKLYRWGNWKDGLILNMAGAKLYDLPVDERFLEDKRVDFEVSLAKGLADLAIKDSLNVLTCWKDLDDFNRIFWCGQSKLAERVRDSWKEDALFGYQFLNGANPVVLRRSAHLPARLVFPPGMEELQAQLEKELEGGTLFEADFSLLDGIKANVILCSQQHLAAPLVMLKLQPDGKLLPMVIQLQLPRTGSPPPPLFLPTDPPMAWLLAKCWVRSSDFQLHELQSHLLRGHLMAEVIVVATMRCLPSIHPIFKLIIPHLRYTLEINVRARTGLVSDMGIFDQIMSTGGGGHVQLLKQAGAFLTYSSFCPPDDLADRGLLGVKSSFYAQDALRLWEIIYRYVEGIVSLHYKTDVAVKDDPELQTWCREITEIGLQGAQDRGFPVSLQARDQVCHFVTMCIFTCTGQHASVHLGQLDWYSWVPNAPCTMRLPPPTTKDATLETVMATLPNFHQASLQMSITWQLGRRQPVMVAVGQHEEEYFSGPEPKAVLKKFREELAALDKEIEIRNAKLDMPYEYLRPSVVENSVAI
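Quantitative HTS in 25 mM Hepes pH 7.5 containing 0.01% Triton X-100: human 15hLO-1 at 40 nM, arachidonic acid at 50 uM, 6 min turnover. Product quantified via ferrous oxidation/xylenol orange, 573:405 nm absorbance ratio.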
BRCT PPI red: BRCT-phosphoprotein interaction inhibition (red fluorophore). P38398. actives 0.03% (n = 75,000). BRCT-phosphopeptide binding, red fluorescence polarization. AID 892. Potency, µM (top dose mostly 76.9 µM), inactives show top-dose activity change, negative = inhibition, most hits filed as inhibitors; note: % is set by controls: 0 for no effect and ±100 for the full control effect
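Fluorescence polarization: 100 nM His-tagged BRCA1 BRCT with 100 nM TAMRA-labelled phospho-BACH1 decapeptide, phosphate buffer pH 7.3 with 150 mM NaCl, DTT, 0.01% Tween 20; 12 min RT. Binding inhibition seen as FP decrease.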
* = called active by the depositor; ? = inconclusive; . = no result given; [ ] = another dose, or the depositor's remark. Unless noted, calls come from the whole dose curve; as a rule, active = well fitted curve in the direction sought with a large enough effect; inconclusive = small, poorly fitted or top-dose-only effect, or another doubt; inactive = no such curve, though single readings can be large; an effect the other way counts as inactive or inconclusive. This is a subset. The share of hits here may be higher or lower than overall.

SMILES	Hsp90 Hop PPI	Pol III holo inh	Epigenetic mod	UbGFP stabilizer	HBB splicing	CRE Fsk mod	HADH2 inh	BRCT inh green	USP2a inh	15-hLO inh	BRCT PPI red
CCCSc1nsc(SCCC)c1C(N)=O	0%	-2%	0%	1%	-0.2%[57.5 µM]	4%	?	-3.2%	.	-19%	0.8%
O=C(CCCCn1c(=O)c2ccccc2n(CC(=O)NC2CCCC2)c1=O)NCc1ccco1	1%	-8%	1%	-2%	-0.1%	?	-1%	-0.5%	-2%	0%	-1.3%
CCN1C(=O)[C@H]2[C@H]3[C@H](O)[C@H](O)C/C(=N/OC)[C@@H]3CC[C@@H]2C1=O	.	.	.	.	1.0%[9.22 µM]	.	-10%[11.4 µM]	-0.5%[15.4 µM]	.	0%[11.4 µM]	1.3%[15.4 µM]
Cc1ccc(C(C(=O)NCCc2ccccc2)N(C(=O)c2csnn2)C2CC2)o1 (configuration not stated)	0%	-2%	3%	-6%	-0.3%[57.5 µM]	6%	-5%	-0.6%	0%	8%	-1.3%
Cc1noc(C)c1S(=O)(=O)N(CC(=O)O)c1ccc2c(c1)OCO2	-3%	-2%	2%	4%	-3.3%	?	-27%	-5.7%	8%	-6%	-0.6%
O=C(Cn1nnc(-c2ccccc2F)n1)Nc1ccc(C(=O)N2CCOCC2)cc1	-6%	-8%	-3%	-5%	-0.6%	9%	8%	0.1%	14%	13%	-0.7%
CCOc1ccc(-c2noc(CCC(=O)NC)n2)cc1OCC	-2%	3%	2%	0%	1.6%[1.84 µM]	?	6%	-2.3%	3%	2%	0.1%
Cn1c(=O)c2[nH]c(SCCN3CCOCC3)nc2n(C)c1=S	-4%[11 µM]	-12%[11.4 µM]	3%[9.22 µM]	-5%[9.17 µM]	2.4%[9.22 µM]	9%[7.6 µM]	?	-0.8%[15.4 µM]	.	?	-1.3%[15.4 µM]
Cc1cc(NC(=O)c2ccccc2)ncc1NC(=O)c1ccco1	-1%	-3%	2%	3%	.	-4%	-8%	-2.0%	4%	-4%	0.5%
CCN1CCN(C(=O)c2cnn3c(C(F)F)cc(-c4ccc(C)cc4)nc23)CC1	-2%	-2%	1%	8%	.	18%	-7%	-0.7%	62%[activator]	-14%	-3.1%
Cc1ccccc1OCC(=O)NCCN1CCCC1	0%	-2%	7%	1%	0.0%[57.5 µM]	-2%	-7%	-1.9%	-7%	3%	-0.3%
O=C1NC(=O)C2(CCC(C(=O)O)C2)N1 (configuration not stated)	-7%	-3%	-2%	8%	-0.5%	11%	7%	-3.5%	3%	1%	-0.4%
CC1CCCN(S(=O)(=O)c2ccc(NC(=O)Cn3nnc(-c4ccccc4F)n3)cc2)C1 (configuration not stated)	-2%	5%	-5%	-3%	?	10%	2%	-0.5%	29%	-4%	-2.6%
CC(C)(C)n1nc2c(c1NC(=O)c1ccc(S(=O)(=O)N3CCCCC3)cc1)CS(=O)C2 (configuration not stated)	-6%	-8%	1%	-9%	-1.6%	1%	0%	-4.5%	-3%	10%	0.4%
CCCOc1cccc(C(=O)N(Cc2ccco2)C2CCS(=O)(=O)C2)c1 (configuration not stated)	-3%	-2%	0%	.	2.7%[0.369 µM]	5%	0%	1.0%	11%	2%	-2.3%
CC(=O)N1CCC2(CCCN(c3ccc(-c4ccccc4)cc3)C2)CC1	?	5%	6%[9.22 µM]	-9%	3.2%	?	-22%	6.6%	149%[activator]	?	1.4%
O=C(O)C1CC(=O)N(c2ccc(OCc3c(F)cccc3Cl)cc2)C1 (configuration not stated)	-4%	-4%	1%	4%	.	-9%	13%	0.2%	4%	6%	4.9%
CC(C)Cn1nc(NC(=O)C2CCCO2)c2cc3ccccc3nc21 (configuration not stated)	?	-2%	0%	-7%	1.9%[0.369 µM]	?	6%	-0.1%	8%	3%	-2.2%
Cc1csc(/C(=N\O)c2csc(C)n2)n1	-6%	-4%	0%	0%	-0.1%[57.5 µM]	-7%	2%	0.2%	-3%	18%	-1.4%
N#C/C(=C(/O)COC(=O)Cc1c[nH]c2ccccc12)c1nc2ccccc2[nH]1	-14%	-1%	-1%	-1%	0.1%[57.5 µM]	3%	-4%	3.8%	21%	-5%	-0.9%
CC(C)c1ccc2oc(-c3cc(N)ccc3O)nc2c1	-18%[11 µM]	-4%[11.4 µM]	0%	-3%[9.17 µM]	-3.4%[0.0738 µM]	?	5%[11.4 µM]	-1.0%	15%[7.66 µM]	?	0.8%
Cc1nc2c(n1O)CCC/C2=N\O	-2%	-6%	2%	-4%	.	6%	11%	-7.5%	4%	-8%	0.2%
CCOC(=O)C1=C(C)N(C)C(=O)NC1c1cc2c(cc1Br)OCO2 (configuration not stated)	-3%	-8%	4%	1%	.	13%	8%	0.0%	40%[activator]	-1%	0.7%
N#Cc1nc(-c2ccc(OCc3ccccc3)cc2)oc1NCCN1CCOCC1	?	8%	-2%	-2%	4.2%[0.369 µM]	?	.	-3.3%	40%[activator]	-5%	0.8%
CC(OC(=O)c1cccs1)C(=O)NCc1ccc2c(c1)OCO2 (configuration not stated)	-1%	0%	1%	-15%	0.4%	-9%	2%	-1.7%	12%	0%	0.2%
O=[N+]([O-])c1ccc2cn[nH]c2c1	-1%	-2%	.	4%	.	-8%	-2%	-1.9%	.	?	-3.1%
O=C(O)c1ccc(-c2ccccc2)[nH]1	-1%	-1%	-3%	1%	0.1%[57.5 µM]	-15%	8%	-1.2%	5%	4%	-0.3%
CCc1nnc(NC(=O)CSc2nc(-c3ccc(OC)cc3)ns2)s1	-2%	1%	4%	-10%	-1.5%	?	0%	-0.9%	12%	-3%	-3.4%
Cn1c(=O)c2cn3ncccc3c2n(C)c1=O	-6%	-3%	0%	-7%	-0.7%	?	-6%	-3.0%	-8%	-23%	-2.4%
COC(=O)c1sc(NC(=O)c2ccc(OC)cc2OC)nc1C	?	1%	-2%	0%	-1.9%	?	-7%	0.7%	-1%	0%	-0.4%
CCN(c1cccc(C)c1)c1ncnc2nc[nH]c12	-8%	-2%	.	9%	-0.2%	24%	-16%	-7.4%	.	0%	0.7%
c1coc(CSCc2cn3cccnc3n2)c1	-4%	2%	1%	1%	0.0%[57.5 µM]	-4%	8%	0.8%	1%	10%	0.9%
CCSc1nc(O)c(C2OC(=O)c3c2ccc(OC)c3OC)c(=O)n1CC (configuration not stated)	4%	-3%	0%	0%	4.4%[57.5 µM]	-14%	-29%	-6.4%	-18%	2%	0.8%
COCCNc1cc(-c2ccccc2C)ncn1	-1%	-23%	2%[9.22 µM]	7%	0.5%	1%	-18%	-0.3%	?	21%	-0.4%
CCS(=O)(=O)N1CCCC(C(=O)NC2CCCCC2C)C1 (configuration not stated)	0%	-7%	-1%	0%	-1.2%	-1%	4%	0.2%	7%	-7%	0.5%
CCOc1ccccc1NC(=O)N1CCCC1C(=O)Nc1nnc(CC)s1 (configuration not stated)	-2%	-5%	0%	0%	.	0%	-10%	-1.9%	15%	-3%	0.2%
O=C(CN1CCN(C(=O)c2c(F)cccc2F)CC1)Nc1ccccc1F	-7%	-3%	4%	-7%	0.0%	-2%	6%	-2.6%	-3%	-3%	-0.2%
O=C(CSc1nn(-c2ccc(F)cc2)c(=S)s1)NC(=O)NCc1ccco1	0%	-2%	-1%	17%	6.3%	-3%	-28%	1.3%	14%	-21%	0.5%

Record cards (already shown). Order of screens: Hsp90 Hop PPI, Pol III holo inh, Epigenetic mod, UbGFP stabilizer, HBB splicing, CRE Fsk mod, HADH2 inh, BRCT inh green, USP2a inh, 15-hLO inh, BRCT PPI red
CC(C)c1ccc2oc(-c3cc(N)ccc3O)nc2c1 is listed with -18%[11 µM], -4%[11.4 µM], 0%, -3%[9.17 µM], -3.4%[0.0738 µM], ?, 5%[11.4 µM], -1.0%, 15%[7.66 µM], ?, 0.8%
CCN(c1cccc(C)c1)c1ncnc2nc[nH]c12 is listed with -8%, -2%, ., 9%, -0.2%, 24%, -16%, -7.4%, ., 0%, 0.7%

Screening data: PubChem BioAssay, National Center for Advancing Translational Sciences (NCATS)
